WT yeast gro inh = growth inhibition of WT yeast, mitochondrial fusion screen. mitochondrial fusion phenotypic screen, WT strain. inhibition, % at 10 µM. 2.1% of 190,000 active. AID 1362; in the data active means inhibition above about 58%; tested in S. cerevisiae
Insulin prom up = MIN6 insulin promoter up-regulation; 0.3% of 190,000 active; z-score at 5 µM; MIN6 insulin promoter-GFP reporter, high-content imaging; stronger effect = higher value;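 active means z-score above 3 at 5 µM with at least 500 cells counted in the well; inconclusive means wells under 500 cells, flagged as cytotoxic or low count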
Hep lipid drop = hepatic lipid droplet formation modulation. AID 1656. 0.4% of 240,000 active. AML12 mouse hepatocytes, oleate lipid droplets, BODIPY imaging. inhibition, % at 6.5 µM;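 active means lipid droplet intensity inhibited by at least 50%, with more than 500 cells counted; inconclusive means wells with under 300 cells, treated as cytotoxic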
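System: AML12 hepatocytes (mouse). Probe or stimulus: oleic acid at 100 µM to induce lipid droplet formation. Times: overnight treatment with compound plus oleate. Detection: Image-based BODIPY and DAPI two-channel analysis. Evaluation: percent inhibition of filter-corrected integrated lipid droplet intensity per well.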
T cell modulator = T cell immune modulators affecting CD8 T cell-vesicle binding; 2C CD8+ T cell-vesicle binding, flow cytometry; stronger effect = lower value; calls only at 7 µM; 0.068% of 330,000 active; AID 2052;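 active means response, share of CD8 T cells binding vesicles, and their 90th percentile fluorescence all below set limits, cut at about 80% in these data, passing the limit was not always enough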
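Benchmarks: naked versus QL9-loaded vesicles / Assay system: purified 2C TCR transgenic mouse naive CD8+ T cells / Technique: high-throughput flow cytometry with anti-B7-1 and anti-CD8 staining / Timing: Cell–vesicle co-incubation 1.5 h at 37 °C, staining 20 min on ice / Read-out: percent CD8+ FL2 mean versus row control / Probe or stimulus: QL9-loaded Drosophila micro-vesicles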
Autophagy HCS = modulators of autophagy; calls only at 10 µM (by protocol); 0.98% of 190,000 active; AID 463193; MEF GFP-LC3 puncta imaging; test concentration mostly 10 µM;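 active means percentage of spot-positive cells more than 3 SD above its plate mean, without a fluorescence outlier flag or 80% toxicity; inconclusive means no clear call, values can overlap the other calls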;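 further: spot-positive cell cutoff set from DMSO-treated cells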
West Nile virus CPE = West Nile virus antiviral activity, cell-based, CPE readout (AID 1621). West Nile virus-infected cells, CPE inhibition; higher % means a stronger effect. CPE inhibition, % at 10 µM, or IC50 in µM where a hit was titrated. 0.02% of 290,000 active; in the data active means a potency from the dose series; inconclusive means CPE inhibition mostly from about 3.7% at the one dose, without a potency; inactive means the rest, 99 in 100 with CPE inhibition below about 2.2%; further: strong numbers were not always called active
bCat nuc transl = beta-catenin nuclear translocation modulation | AID 1665 | 0.3% of 190,000 active | HeLa beta-catenin nuclear translocation, immunofluorescence imaging | nuclear translocation activity, % at 5 µM;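 active means nuclear translocation activity above 50% at 5 µM, with a well cell count of 50 or more; inconclusive means wells under 50 cells across six images, flagged as toxic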;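 further: per-cell ratio of nuclear to cytoplasmic median beta-catenin stain intensity; plate controls were DMSO negative control for no effect and GSK-3 inhibitor IX positive control for full effect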
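Technique: fluorescence imaging of beta-catenin antibody stain plus DAPI / Material: human HeLa cell line / Incubation: compound treatment 24 h, 37°C, 5% CO2 / Read-out basis: % activation of per-cell nuclear versus cytoplasmic median beta-catenin signal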
Myeloid diff MLP = myeloid differentiation induction; ER-HoxA9 myeloid progenitors, lysozyme-GFP differentiation, flow cytometry; calls only at 10 µM; 1% of 360,000 active;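 active means normalized GFP-positive differentiation at or above the plate's own cutoff, the solvent-only control mean plus 3 SD; inconclusive means no clear call, values can overlap the other calls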;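 further: cells exposed to compound for four days before flow analysis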
MT stabilizer = stabilizes microtubules in HeLa cells; 0.83% of 200,000 active; HeLa tubulin immunostaining HCS, 24 h; share of cells brighter than vehicle mean+2SD; % tubulin-high responders, % at 10 µM;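 active means plate Z-score above 3 for both tubulin-high and condensed-nucleus cell shares, with cell loss under 80%, at 10 µM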;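 further: anti alpha tubulin signal scored within the nucleus-defined area of each cell; some results filed as inactive read as strong as hits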
WT yeast gro inh mutant strain = also measured in WT yeast gro inh; calls as there; inhibition, %; mitochondrial fusion phenotypic screen, mutant strain inhibition
Insulin prom up cell count = second read-out of Insulin prom up, no call of its own (marks repeat the call); cell count; measured here: cytotoxicity, nuclei count;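 total cells summed across four imaged fields per well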
Hep lipid drop cells 6.5 µM = further read-out of Hep lipid drop, marked with its call; cell count; measured here: cell count, cytotoxicity flag;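 cells counted across two imaged fields per well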
bCat nuc transl cell count 5 µM = recorded beside bCat nuc transl, whose call it bears; cell count; measured here: cell count, cytotoxicity flag
T cell modulator vesicle-bound % = second read-out of T cell modulator, no call of its own (marks repeat the call); double positive events, %; measured here: CD8+ vesicle-bound cell fraction;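 binding gate set so that unloaded-vesicle control wells show 10% double positive cells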
MT stabilizer Hoechst-high % = second read-out of MT stabilizer, no call of its own (marks repeat the call); % Hoechst-high responders; measured here: nuclear condensation Hoechst responders;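 share of cells brighter than vehicle mean plus two SD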
MT stabilizer cytotoxicity % = also measured in MT stabilizer; calls as there; toxicity, %; measured here: cytotoxicity by cell density;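 0% = mean cell density of plate MIN control wells and 100% = no cells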
Autophagy HCS cell loss 18 h = second read-out of Autophagy HCS, no call of its own (marks repeat the call); toxicity, %; measured here: cell loss, nuclei count;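 cell loss after 18 h compound exposure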
Myeloid diff MLP GFP+ MAC1+ % = second read-out of Myeloid diff MLP, no call of its own (marks repeat the call); GFP+ MAC1+ double positive, %; measured here: differentiation confirmed by MAC1 staining
Active calls of the source: *. An unsorted share of the library (roughly 3.9% active in at least one column).

CCOC(=O)c1ccc(NC(=O)CN2C(=O)C(C)SC(C)C2=O)cc1 (stereo not drawn) was read as WT yeast gro inh -16, Insulin prom up 0.35, Hep lipid drop -29, T cell modulator inactive, Autophagy HCS inactive, West Nile virus CPE 0.2%, bCat nuc transl -3.1, Myeloid diff MLP inactive, MT stabilizer 5.1, WT yeast gro inh mutant strain 19, Insulin prom up cell count 1558, Hep lipid drop cells 6.5 µM 455, bCat nuc transl cell count 5 µM 1096, T cell modulator vesicle-bound % 56, MT stabilizer Hoechst-high % 1.6, MT stabilizer cytotoxicity % 7.1, Autophagy HCS cell loss 18 h -4 and Myeloid diff MLP GFP+ MAC1+ % 0.2.
Screening COc1ccc(C(=O)Nc2ccccc2C(=O)N/N=C/c2cccc3ccccc23)cc1 returned WT yeast gro inh 68*, Insulin prom up -0.41, T cell modulator inactive, Autophagy HCS inactive, West Nile virus CPE -0.9%, bCat nuc transl 0.4, Myeloid diff MLP inactive, MT stabilizer 16, WT yeast gro inh mutant strain 60*, Insulin prom up cell count 1742, bCat nuc transl cell count 5 µM 1353, T cell modulator vesicle-bound % 39, MT stabilizer Hoechst-high % 6.8, MT stabilizer cytotoxicity % 23, Autophagy HCS cell loss 18 h -3 and Myeloid diff MLP GFP+ MAC1+ % 0.5.
COCCNC(=S)N1CCC(NC(=O)Nc2ccc(C)cc2)CC1 was read as WT yeast gro inh 0, Insulin prom up -0.45, Hep lipid drop 0, T cell modulator inactive, Autophagy HCS inactive, West Nile virus CPE -0.2%, bCat nuc transl -1.4, Myeloid diff MLP inactive, MT stabilizer 3.2, WT yeast gro inh mutant strain -10, Insulin prom up cell count 1430, Hep lipid drop cells 6.5 µM 732, bCat nuc transl cell count 5 µM 1041, T cell modulator vesicle-bound % 23, MT stabilizer Hoechst-high % 1.4, MT stabilizer cytotoxicity % 6.5, Autophagy HCS cell loss 18 h -16 and Myeloid diff MLP GFP+ MAC1+ % 0.2.
Screening CC(C)(C)n1nnnc1C(c1ccccn1)N(Cc1ccccc1)Cc1ccc(Cl)cc1 (stereo not drawn) returned WT yeast gro inh 6, Insulin prom up -1.1, Hep lipid drop -10, T cell modulator inactive, Autophagy HCS inactive, West Nile virus CPE inconclusive, bCat nuc transl 1.7, Myeloid diff MLP inactive, MT stabilizer 1.2, WT yeast gro inh mutant strain 2, Insulin prom up cell count 1233, Hep lipid drop cells 6.5 µM 676, bCat nuc transl cell count 5 µM 1241, T cell modulator vesicle-bound % 44, MT stabilizer Hoechst-high % 0.8, MT stabilizer cytotoxicity % 8.7, Autophagy HCS cell loss 18 h -1 and Myeloid diff MLP GFP+ MAC1+ % 1.2.
`Cn1cccc1CNCc1ccccc1Cl` gave WT yeast gro inh 2, Insulin prom up -0.12, T cell modulator inactive, Autophagy HCS inactive, West Nile virus CPE 0.1%, bCat nuc transl -1.3, Myeloid diff MLP inactive, MT stabilizer 2.2, WT yeast gro inh mutant strain 6, Insulin prom up cell count 1523, bCat nuc transl cell count 5 µM 1384, T cell modulator vesicle-bound % 46, MT stabilizer Hoechst-high % 1.7, MT stabilizer cytotoxicity % 7.4, Autophagy HCS cell loss 18 h -17 and Myeloid diff MLP GFP+ MAC1+ % 7.0.
For CCCCNC(=O)NC1C(NC(=O)NCCCC)N(C)C(=O)N1C (stereo not drawn) the results were WT yeast gro inh -2, T cell modulator inactive, Autophagy HCS inactive, West Nile virus CPE -0.1%, Myeloid diff MLP inactive, MT stabilizer 1.9, WT yeast gro inh mutant strain -4, T cell modulator vesicle-bound % 28, MT stabilizer Hoechst-high % 2.2, MT stabilizer cytotoxicity % 13, Autophagy HCS cell loss 18 h -10 and Myeloid diff MLP GFP+ MAC1+ % 0.9.
`COc1cc(C2C3=C(CC(C)(C)CC3=O)N(C)C3=C2C(=O)CC(C)(C)C3)ccc1O` gave Hep lipid drop 3, T cell modulator inactive, West Nile virus CPE 0.4%, Myeloid diff MLP inactive, Hep lipid drop cells 6.5 µM 821, T cell modulator vesicle-bound % 53 and Myeloid diff MLP GFP+ MAC1+ % 0.5.
`Cc1ccc(Oc2ncccc2COC(=O)Nc2ccccc2C)cc1` gave WT yeast gro inh -7, Insulin prom up 0.16, Hep lipid drop 2, T cell modulator inactive, Autophagy HCS inactive, bCat nuc transl -5.2, Myeloid diff MLP inactive, MT stabilizer 3.0, WT yeast gro inh mutant strain 10, Insulin prom up cell count 1128, Hep lipid drop cells 6.5 µM 712, bCat nuc transl cell count 5 µM 1124, T cell modulator vesicle-bound % 59, MT stabilizer Hoechst-high % 1.8, MT stabilizer cytotoxicity % 7.1, Autophagy HCS cell loss 18 h -1 and Myeloid diff MLP GFP+ MAC1+ % 0.0.
CN(Cc1cnn(C)c1)C(=O)C1CCCCC1C(=O)O (stereo not drawn) was read as WT yeast gro inh 4, Hep lipid drop -2, T cell modulator inactive, Autophagy HCS inactive, West Nile virus CPE 0.2%, bCat nuc transl 7.5, Myeloid diff MLP inactive, MT stabilizer 2.8, WT yeast gro inh mutant strain 18, Hep lipid drop cells 6.5 µM 733, bCat nuc transl cell count 5 µM 447, T cell modulator vesicle-bound % 13, MT stabilizer Hoechst-high % 1.5, MT stabilizer cytotoxicity % 6.3, Autophagy HCS cell loss 18 h -2 and Myeloid diff MLP GFP+ MAC1+ % 0.2.
CSc1ccccc1NC(=O)COc1ccccc1C was read as WT yeast gro inh 11, Insulin prom up 0.3, Hep lipid drop -1, T cell modulator inactive, Autophagy HCS inactive, West Nile virus CPE -0.8%, bCat nuc transl -4.1, Myeloid diff MLP active, MT stabilizer 3.7, WT yeast gro inh mutant strain 5, Insulin prom up cell count 1666, Hep lipid drop cells 6.5 µM 688, bCat nuc transl cell count 5 µM 1036, T cell modulator vesicle-bound % 38, MT stabilizer Hoechst-high % 2.9, MT stabilizer cytotoxicity % 5.8, Autophagy HCS cell loss 18 h -3 and Myeloid diff MLP GFP+ MAC1+ % 0.4*.
For O=S(=O)(c1ccc(NC(=S)NCc2cccnc2)cc1)N1CCCCC1 the results were Insulin prom up -1.4, Hep lipid drop -3, T cell modulator inactive, West Nile virus CPE -0.6%, bCat nuc transl 1.5, Myeloid diff MLP inactive, Insulin prom up cell count 599, Hep lipid drop cells 6.5 µM 652, bCat nuc transl cell count 5 µM 1015, T cell modulator vesicle-bound % 30 and Myeloid diff MLP GFP+ MAC1+ % 0.3.
For COc1ccc(NC(=O)C/C(C)=N/NC(=O)C(=O)NC(C)C)c(OC)c1 the results were WT yeast gro inh -27, Insulin prom up 0.31, Hep lipid drop 7, T cell modulator inactive, Autophagy HCS inactive, West Nile virus CPE -0.5%, bCat nuc transl 0.2, Myeloid diff MLP inactive, MT stabilizer 2.3, WT yeast gro inh mutant strain -11, Insulin prom up cell count 1463, Hep lipid drop cells 6.5 µM 634, bCat nuc transl cell count 5 µM 1544, T cell modulator vesicle-bound % 30, MT stabilizer Hoechst-high % 1.5, MT stabilizer cytotoxicity % 0.8, Autophagy HCS cell loss 18 h -1 and Myeloid diff MLP GFP+ MAC1+ % 0.3.
For O=C(Nc1ccccc1N1CCCCC1)c1ccc(-c2cccc(Cl)c2)o1 the results were WT yeast gro inh -26, Insulin prom up -0.21, Hep lipid drop -22, T cell modulator inactive, Autophagy HCS inactive, West Nile virus CPE 0.7%, bCat nuc transl 1.3, Myeloid diff MLP inactive, MT stabilizer 1.9, WT yeast gro inh mutant strain 0, Insulin prom up cell count 1074, Hep lipid drop cells 6.5 µM 656, bCat nuc transl cell count 5 µM 989, T cell modulator vesicle-bound % 45, MT stabilizer Hoechst-high % 1.8, MT stabilizer cytotoxicity % 2.1, Autophagy HCS cell loss 18 h -9 and Myeloid diff MLP GFP+ MAC1+ % 0.2.
For CCOc1ccc2[nH]c(=O)c(CN(Cc3nnnn3Cc3ccco3)C3CCCCC3)cc2c1 the results were WT yeast gro inh -4, Hep lipid drop 4, T cell modulator inactive, Autophagy HCS inactive, West Nile virus CPE 0.1%, bCat nuc transl -4.0, Myeloid diff MLP inactive, MT stabilizer 5.0, WT yeast gro inh mutant strain -7, Hep lipid drop cells 6.5 µM 742, bCat nuc transl cell count 5 µM 1041, T cell modulator vesicle-bound % 56, MT stabilizer Hoechst-high % 2.9, MT stabilizer cytotoxicity % 1.5, Autophagy HCS cell loss 18 h 5 and Myeloid diff MLP GFP+ MAC1+ % 0.6.
Cc1cc(C)n(-c2nc3ccccc3nc2N2CCC(C)CC2)n1 was read as WT yeast gro inh -5, Insulin prom up 0.33, Hep lipid drop -5, T cell modulator inactive, Autophagy HCS inactive, West Nile virus CPE -0.6%, bCat nuc transl 2.7, Myeloid diff MLP inactive, MT stabilizer 2.5, WT yeast gro inh mutant strain 24, Insulin prom up cell count 854, Hep lipid drop cells 6.5 µM 803, bCat nuc transl cell count 5 µM 1007, T cell modulator vesicle-bound % 11, MT stabilizer Hoechst-high % 2.6, MT stabilizer cytotoxicity % 5.9, Autophagy HCS cell loss 18 h 5 and Myeloid diff MLP GFP+ MAC1+ % 0.3.
